Siah-1 displacement: blockers of Siah-1 interaction with plectin peptide – biochemical, fluorescence polarization, rhodamine-plectin, uHTS, primary screen (AID 1817); Siah-1 / rhodamine-plectin peptide fluorescence polarization; higher % means a stronger effect; one-dose displacement, % at 20 µM; IC50 in µM for titrated hits; actives 0.02% (n = 290,000);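 active = displacement of at least 50% at 20 µM, with a fluorescence ratio check between 0.3 and a set limit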;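 note: plate controls were Siah plus tracer with DMSO for no effect and tracer alone without Siah for full effect; strong numbers were not always called active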
P. falciparum M17LAP: P. falciparum M17LAP inhibitors, primary screen, biochemical, fluorogenic H-Leu-NHMec substrate, 1536-well (AID 1619) | inhibition, % at 30 µM; hits with a dose series show IC50 in µM | actives 0.38% (n = 220,000) | recombinant M17LAP, H-Leu-NHMec fluorogenic kinetic assay; higher % means a stronger effect;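 active = compound inhibiting the enzyme by more than half at any dose during confirmatory dose-response retesting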;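 note: plate controls were full reaction with DMSO carrier for no effect and no enzyme background for full effect; strong numbers were not always called active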
P. falciparum M1AAP: P. falciparum M1AAP inhibitors, biochemical, fluorogenic H-Leu-NHMec substrate, 1536-well (AID 1445); recombinant M1AAP, H-Leu-NHMec fluorogenic kinetic assay; higher % means a stronger effect; inhibition, % at 30 µM, or IC50 in µM where a hit was titrated; actives 0.42% (n = 220,000);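 active = primary inhibition above the hit cutoff, then over 50% inhibition at one or more dose response concentrations, cut at about 23% in these data, passing the limit was not always enough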;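 note: plate controls were DMSO full reaction for no effect and no enzyme background for full effect; strong numbers were not always called active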
PhoP inhibition: inhibitors of PhoP regulon expression, primary screen, Salmonella Typhimurium, GFP reporter (AID 1863) | inhibition, % at 50 µM, or IC50 in µM where a hit was titrated | S. Typhimurium PhoP-regulated promoter GFP reporter, 4 h; higher % means a stronger effect | actives 0.16% (n = 300,000);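 active = inhibition over 29.93%, a cutoff 3 SD above the screen mean, later confirmed by dose response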;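 note: 0% = low Mg2+ inducing control and 100% = high Mg2+ repressing control; strong numbers were not always called active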
XIAP displacement: XIAP antagonists, biochemical, IAP family, fluorescence polarization (AID 1018); XIAP BIR domain, fluorescence polarization peptide displacement; higher % means a stronger effect; one-dose displacement, % at 20 µM; IC50 in µM for titrated hits; actives 0.007% (n = 200,000); in the data active = displacement above about 50%; note: a part of the inactive calls stands beside numbers as strong as those of hits
human PMI inhibitors: MPI inhibition at elevated mannose 6-phosphate – biochemical, fluorescence intensity, high mannose 6-phosphate, primary screen (AID 1220) | inhibition, % at 20 µM; hits with a dose series show IC50 in µM | recombinant PMI enzyme, coupled fluorescence intensity; higher % means a stronger effect | actives 0.66% (n = 190,000); in the data active = inhibition above about 50%
CSM14.1 death rescue: protection against thapsigargin-triggered cell killing – 384-well, CSM14.1, ATP luminescence, primary screen (AID 1222); CSM14.1 thapsigargin-induced death rescue, ATP luminescence; higher % means a stronger effect; one-dose cellular ATP content (survival), % at 20 µM; EC50 in µM for titrated hits; 190,000 tested, under 10 active;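 active = EC50 below 50 µM in the dose-response confirmation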;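 note: death triggered by thapsigargin at about 15 µM added after 2 h compound pretreatment; cell ATP read after overnight thapsigargin exposure of roughly 18 to 22 hours; normalized against plate controls of thapsigargin alone and 5% DMSO vehicle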
West Nile antiviral: inhibition of WNV-induced cytopathic effect – cell-based, CPE readout (AID 1621). actives 0.02% (n = 290,000). CPE inhibition, % at 10 µM; hits with a dose series show IC50 in µM. West Nile virus-infected cells, CPE inhibition; higher % means a stronger effect; in the data active = a potency from the dose series; note: strong numbers were not always called active
Yfh1-depleted yeast: mitochondrial function rescue without frataxin homolog – Friedreich's ataxia, plus single-dose screen, dose response (AID 1465). S. cerevisiae Yfh1-off respiration, WST-1 reduction, 72 h; higher fold induction means a stronger effect. fold induction at 50 µM; hits with a dose series show EC50 in µM. actives 0.074% (n = 220,000);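 active = fold induction of absorbance versus untreated yeast above a set limit, then at least 30% activation at any dose in follow-up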;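 note: activators that raise dye reduction in frataxin-depleted yeast; strong numbers were not always called active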
* = called active by the depositor.

C[C@H](NC(=O)c1nc[nH]c1C(=O)N[C@@H](Cc1ccccc1)C(=O)OC(C)(C)C)C(=O)OC(C)(C)C was read as Siah-1 displacement 1%, P. falciparum M17LAP 4%, P. falciparum M1AAP -8%, PhoP inhibition 0%, West Nile antiviral 0.5% and Yfh1-depleted yeast inactive.
`CC(C)C(=O)Nc1ccc2c(c1)nc1n2CCSC1` gave Siah-1 displacement 3%, P. falciparum M17LAP -12%, P. falciparum M1AAP 3%, PhoP inhibition -10%, XIAP displacement -2.7%, human PMI inhibitors 12%, West Nile antiviral -0.3% and Yfh1-depleted yeast inactive.
`CC(C)C(=O)NS(=O)(=O)c1ccc(N)cc1` gave Siah-1 displacement 1%, P. falciparum M17LAP 14%, P. falciparum M1AAP 2%, PhoP inhibition -3%, XIAP displacement 0.9%, human PMI inhibitors -2%, CSM14.1 death rescue -0.3%, West Nile antiviral 0.3% and Yfh1-depleted yeast inactive.
`CC(=O)N1CCN(C2=NC(=O)/C(=C\c3cccs3)S2)CC1` gave Siah-1 displacement 3%, XIAP displacement 1.1%, human PMI inhibitors 8%, CSM14.1 death rescue 1.5%, West Nile antiviral -1.0% and Yfh1-depleted yeast inactive.
N#CC1c2ccccc2C=CN1C(=O)c1ccccc1 (stereo unspecified) was read as Siah-1 displacement -2%, P. falciparum M17LAP -6%, P. falciparum M1AAP -2%, PhoP inhibition 1%, West Nile antiviral -0.1% and Yfh1-depleted yeast inactive.
`CN(C)S(=O)(=O)c1ccc(C(=O)Nc2cccnc2)cc1` gave Siah-1 displacement 5%, P. falciparum M17LAP -8%, P. falciparum M1AAP 10%, PhoP inhibition -6%, XIAP displacement -7.9%, human PMI inhibitors 5%, CSM14.1 death rescue 3.3%, West Nile antiviral 0.6% and Yfh1-depleted yeast inactive.
Screening Cc1ccc(OCc2nnc(SCC(=O)c3ccccc3)n2Cc2ccco2)cc1 returned Siah-1 displacement 2%, P. falciparum M17LAP 18%, P. falciparum M1AAP 16%, PhoP inhibition 8%, XIAP displacement -8.1%, human PMI inhibitors 7%, CSM14.1 death rescue 7.2%, West Nile antiviral 0.2% and Yfh1-depleted yeast inactive.
`CCCCN1CCc2c1nc1ccc(Br)cc1c2N` gave Siah-1 displacement 0%, P. falciparum M17LAP -2%, P. falciparum M1AAP 4%, PhoP inhibition 10%, XIAP displacement -1.9%, human PMI inhibitors 1%, CSM14.1 death rescue -1.9%, West Nile antiviral -0.2% and Yfh1-depleted yeast inactive.
For O=C(NC(NC(=S)Nc1cccc(C(=O)O)c1)C(Cl)(Cl)Cl)OCc1ccccc1 (stereo unspecified) the results were Siah-1 displacement -1%, P. falciparum M17LAP 44%, P. falciparum M1AAP 6%, PhoP inhibition -6%, XIAP displacement -2.1%, human PMI inhibitors 1%, CSM14.1 death rescue -4.8%, West Nile antiviral -0.3% and Yfh1-depleted yeast inactive.
`CCCOc1ccc(Oc2cc(C)nc(SC)n2)nn1` gave Siah-1 displacement 0%, P. falciparum M17LAP -4%, P. falciparum M1AAP 0%, PhoP inhibition -6%, XIAP displacement -2.7%, human PMI inhibitors -10%, CSM14.1 death rescue -0.4%, West Nile antiviral -0.5% and Yfh1-depleted yeast inactive.
`O=c1cc(-c2ccc3c(c2)OCCO3)oc2ccc(Cl)cc12` gave Siah-1 displacement 2%, P. falciparum M17LAP -1%, P. falciparum M1AAP -2%, PhoP inhibition -8%, XIAP displacement -1.6%, human PMI inhibitors 6%, CSM14.1 death rescue -1.3%, West Nile antiviral -0.2% and Yfh1-depleted yeast inactive.
Screening CCOC(=O)Cn1c(O)c(N=NC(=O)OC)c2ccccc21 returned Siah-1 displacement 9%, P. falciparum M17LAP 12%, P. falciparum M1AAP 5%, PhoP inhibition -12%, West Nile antiviral 0.7% and Yfh1-depleted yeast inactive.
`COc1cccc(N(CC(=O)Nc2ccccc2C)S(C)(=O)=O)c1` gave Siah-1 displacement 0%, P. falciparum M17LAP -1%, P. falciparum M1AAP -3%, PhoP inhibition 6%, XIAP displacement -0.3%, human PMI inhibitors -11%, CSM14.1 death rescue 1.3%, West Nile antiviral 0.0% and Yfh1-depleted yeast inactive.
`COCCNc1cc(C)nc2cc(-c3ccc(C)cc3)nn12` gave Siah-1 displacement 3%, P. falciparum M17LAP -14%, P. falciparum M1AAP 7%, PhoP inhibition -7%, XIAP displacement -7.7%, human PMI inhibitors 4%, CSM14.1 death rescue -1.1%, West Nile antiviral -0.6% and Yfh1-depleted yeast inactive.
CCCCN(CCCC)S(=O)(=O)c1ccc(C(=O)Nc2nnc(CSC)o2)cc1 was read as Siah-1 displacement -8%, P. falciparum M17LAP 6%, P. falciparum M1AAP -4%, PhoP inhibition 3%, XIAP displacement -5.7%, human PMI inhibitors -6%, CSM14.1 death rescue 0.6%, West Nile antiviral 2.5% and Yfh1-depleted yeast inactive.
`CC(C)C(NC(=O)c1ccc(Cl)cc1)C(=O)O` (stereo unspecified) gave Siah-1 displacement 2%, P. falciparum M17LAP 34%, P. falciparum M1AAP -3%, PhoP inhibition -4%, XIAP displacement -4.0%, human PMI inhibitors -7%, CSM14.1 death rescue -0.5%, West Nile antiviral 0.0% and Yfh1-depleted yeast inactive.
Screening COc1ccc(CNc2ccccc2SC)cc1OC returned Siah-1 displacement 3%, P. falciparum M17LAP 20%, P. falciparum M1AAP 9%, PhoP inhibition -4%, XIAP displacement -1.2%, human PMI inhibitors 6%, CSM14.1 death rescue 4.5%, West Nile antiviral 0.0% and Yfh1-depleted yeast inactive.
`CC(C)C(NS(=O)(=O)c1ccc2c(c1)OCCO2)C(=O)NCCc1ccccn1` (stereo unspecified) gave Siah-1 displacement 3%, P. falciparum M17LAP -1%, P. falciparum M1AAP 1%, PhoP inhibition 0%, XIAP displacement -0.3%, human PMI inhibitors -2%, CSM14.1 death rescue -0.9%, West Nile antiviral -0.1% and Yfh1-depleted yeast inactive.
Screening CN1CCCCc2c1nc1c(c2N)CCCC1 returned Siah-1 displacement 1%, P. falciparum M17LAP -6%, P. falciparum M1AAP 12%, PhoP inhibition 13%, XIAP displacement -3.7%, human PMI inhibitors -19%, CSM14.1 death rescue -2.3%, West Nile antiviral 0.2% and Yfh1-depleted yeast inactive.
For c1ccc(C(Cc2nc(-c3cccnc3)no2)c2ccccc2)cc1 the results were Siah-1 displacement -1%, P. falciparum M17LAP -1%, P. falciparum M1AAP 3%, PhoP inhibition -10%, XIAP displacement 0.3%, human PMI inhibitors 18%, CSM14.1 death rescue 3.2%, West Nile antiviral -0.5% and Yfh1-depleted yeast inactive.
For Cc1ccc2nsnc2c1NC(=O)c1ccc2c(c1)OCCO2 the results were Siah-1 displacement -1%, P. falciparum M17LAP 5%, P. falciparum M1AAP 4%, PhoP inhibition -1%, XIAP displacement -7.0%, human PMI inhibitors -3%, CSM14.1 death rescue 0.5%, West Nile antiviral 0.0% and Yfh1-depleted yeast inactive.
For N#CC1=C2Sc3ccccc3N2CCCC1=O the results were Siah-1 displacement -5%, P. falciparum M17LAP 29%, P. falciparum M1AAP 1%, PhoP inhibition -4%, XIAP displacement -3.6%, human PMI inhibitors -6%, CSM14.1 death rescue -2.0%, West Nile antiviral 1.4% and Yfh1-depleted yeast inactive.
Screening S=C(NCc1ccc2[nH]c3c(c2c1)CCCC3)Nc1ccccc1 returned Siah-1 displacement -7%, P. falciparum M17LAP -11%, P. falciparum M1AAP 3%, PhoP inhibition 27%, XIAP displacement -9.8%, human PMI inhibitors 2%, CSM14.1 death rescue -4.1%, West Nile antiviral 0.1% and Yfh1-depleted yeast inactive.
For COc1cc(NC(=S)N(C)C)c(OC)cc1Cl the results were Siah-1 displacement -3%, P. falciparum M17LAP -8%, P. falciparum M1AAP -1%, PhoP inhibition -5%, West Nile antiviral 0.3% and Yfh1-depleted yeast inactive.
Screening CCOC(=O)c1c(C)n(C)c2ccc(OCC(O)CN3CCC(C)CC3)cc12 (stereo unspecified) returned Siah-1 displacement 1%, P. falciparum M17LAP 12%, P. falciparum M1AAP 2%, PhoP inhibition 2%, XIAP displacement -5.9%, human PMI inhibitors 8%, CSM14.1 death rescue -0.9%, West Nile antiviral -0.9% and Yfh1-depleted yeast inactive.
Screening O=C(Cc1nn[nH]n1)c1ccccc1O returned Siah-1 displacement 0%, P. falciparum M17LAP 7%, P. falciparum M1AAP 2%, PhoP inhibition -31%, XIAP displacement -0.9%, human PMI inhibitors 9%, CSM14.1 death rescue 2.3%, West Nile antiviral 0.2% and Yfh1-depleted yeast inactive.
Screening COC(=O)CNc1nc(OC)nc(N(C)C)n1 returned Siah-1 displacement -1%, P. falciparum M17LAP -4%, P. falciparum M1AAP -2%, PhoP inhibition 2%, XIAP displacement -3.2%, human PMI inhibitors -2%, CSM14.1 death rescue -5.1%, West Nile antiviral -0.1% and Yfh1-depleted yeast inactive.
`COc1cc(NC(=O)c2ccco2)c(OC)cc1NC(=O)CSc1nnc(-c2cccs2)n1C` gave Siah-1 displacement -4%, P. falciparum M17LAP -11%, P. falciparum M1AAP 6%, PhoP inhibition 2%, XIAP displacement -7.4%, human PMI inhibitors 8%, CSM14.1 death rescue 0.0%, West Nile antiviral 0.7% and Yfh1-depleted yeast inactive.
NC(CC(=O)O)c1cccc(OCc2ccccc2)c1 (stereo unspecified) was read as Siah-1 displacement 3%, P. falciparum M17LAP -3%, P. falciparum M1AAP 11%, PhoP inhibition -18%, XIAP displacement -3.7%, human PMI inhibitors 12%, CSM14.1 death rescue -2.0%, West Nile antiviral 0.4% and Yfh1-depleted yeast inactive.
For O=C(CSc1nnc(CNC(=O)c2ccco2)o1)c1ccc(Cl)cc1 the results were Siah-1 displacement -3%, P. falciparum M17LAP -6%, P. falciparum M1AAP -4%, PhoP inhibition -3%, XIAP displacement -6.6%, human PMI inhibitors -1%, CSM14.1 death rescue 6.3%, West Nile antiviral 0.3% and Yfh1-depleted yeast inactive.
For COc1ccc(-c2nnc(NC(=O)c3ccccc3C)o2)cc1 the results were Siah-1 displacement -5%, P. falciparum M17LAP 2%, P. falciparum M1AAP -1%, PhoP inhibition -6%, West Nile antiviral -0.1% and Yfh1-depleted yeast inactive.

Nothing new here: 2 of the compounds above.
`COc1cc(NC(=O)c2ccco2)c(OC)cc1NC(=O)CSc1nnc(-c2cccs2)n1C` gave Siah-1 displacement -4%, P. falciparum M17LAP -11%, P. falciparum M1AAP 6%, PhoP inhibition 2%, XIAP displacement -7.4%, human PMI inhibitors 8%, CSM14.1 death rescue 0.0%, West Nile antiviral 0.7% and Yfh1-depleted yeast inactive.
NC(CC(=O)O)c1cccc(OCc2ccccc2)c1 (stereo unspecified) was read as Siah-1 displacement 3%, P. falciparum M17LAP -3%, P. falciparum M1AAP 11%, PhoP inhibition -18%, XIAP displacement -3.7%, human PMI inhibitors 12%, CSM14.1 death rescue -2.0%, West Nile antiviral 0.4% and Yfh1-depleted yeast inactive.
